Bioassay records deposited in PubChem by National Center for Advancing Translational Sciences (NCATS).
Epigenetic derep – derepresses silenced GFP reporter in murine cells; murine LDR cells, GFP reporter derepression, 30 h; Potency, µM (titrated, usually from 53.9 µM), for inactives: at the top dose GFP activation, hits mostly activators; actives 0.2% (n = 280,000); AID 1865; also: potency is read from the fitted curve at half-maximal effect; % of control where 0% means no effect; nearly all actives have a fitted effect of over 60% in size
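Murine LDR cells carrying a silenced, genomically integrated CMV-driven GFP reporter were exposed to compound for 30 hours at 37 C. After PBS washes, GFP-positive cells (20–120 um objects) were counted by laser-scanning microplate cytometry.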
IMPase Li cell – cell-permeable IMPase inhibitors with lithium potentiation. CHO-M1 cells, IP1 TR-FRET (IP-One), carbachol + lithium. AID 1457. Potency, µM (titrated, usually from 59.4 µM), for inactives: at the highest dose activity, negative = IMPase inhibition, usual class: inhibitors. actives 0.35% (n = 210,000);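 also: IP1 builds up when IMPase is blocked and the TR-FRET signal falls; potency is read from the fitted curve at half-maximal effect; plate controls were basal vehicle for no effect and high inhibitor control for full effect; nearly all actives have a fitted effect of over 50% in size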
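Concentration–response in CHO-M1 cells, lithium-potentiated; 30 min at 37C. IP1 detected by competitive TR-FRET after 10 min lysis at RT. Hill-fitted AC50.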
HTT aggregate – inhibitors of mutant huntingtin aggregate formation in PC12 cells. PC12 HttQ103-GFP aggregates, Acumen cytometry, 40 h. Potency, µM (titrated, usually from 46.1 µM), without a hit: at the highest dose activity change, negative = inhibition, actives largely listed as inhibitors. actives 1.1% (n = 220,000). AID 1688; also: potency is read from the fitted curve at half-maximal effect; % is scaled to controls: 0 for no effect and ±100 for the full control effect; nearly all actives have a fitted effect of over 60% in size
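Read-out: GFP aggregate count by laser scanning cytometer (488 nm excitation, 500-530 nm emission, 1–25 µm objects >6 SD above background). Cells: PC12, inducible HTTex1-Q103-GFP, 100 nM tebufenozide; compounds titrated.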
L3MBTL1 inh – blocks human L3MBTL1. AlphaScreen L3MBTL1–H3K9me1 peptide binding. Potency, µM (doses to about 57.1 µM), without a hit: at the top dose activity, negative = inhibition, hits mostly inhibitors. actives 0.66% (n = 230,000); also: potency is read from the fitted curve at half-maximal effect; % is scaled to controls: 0 for no effect and ±100 for the full control effect; nearly all actives have a fitted effect of over 60% in size
Target sequence (Q9Y468 whole entry, looked up): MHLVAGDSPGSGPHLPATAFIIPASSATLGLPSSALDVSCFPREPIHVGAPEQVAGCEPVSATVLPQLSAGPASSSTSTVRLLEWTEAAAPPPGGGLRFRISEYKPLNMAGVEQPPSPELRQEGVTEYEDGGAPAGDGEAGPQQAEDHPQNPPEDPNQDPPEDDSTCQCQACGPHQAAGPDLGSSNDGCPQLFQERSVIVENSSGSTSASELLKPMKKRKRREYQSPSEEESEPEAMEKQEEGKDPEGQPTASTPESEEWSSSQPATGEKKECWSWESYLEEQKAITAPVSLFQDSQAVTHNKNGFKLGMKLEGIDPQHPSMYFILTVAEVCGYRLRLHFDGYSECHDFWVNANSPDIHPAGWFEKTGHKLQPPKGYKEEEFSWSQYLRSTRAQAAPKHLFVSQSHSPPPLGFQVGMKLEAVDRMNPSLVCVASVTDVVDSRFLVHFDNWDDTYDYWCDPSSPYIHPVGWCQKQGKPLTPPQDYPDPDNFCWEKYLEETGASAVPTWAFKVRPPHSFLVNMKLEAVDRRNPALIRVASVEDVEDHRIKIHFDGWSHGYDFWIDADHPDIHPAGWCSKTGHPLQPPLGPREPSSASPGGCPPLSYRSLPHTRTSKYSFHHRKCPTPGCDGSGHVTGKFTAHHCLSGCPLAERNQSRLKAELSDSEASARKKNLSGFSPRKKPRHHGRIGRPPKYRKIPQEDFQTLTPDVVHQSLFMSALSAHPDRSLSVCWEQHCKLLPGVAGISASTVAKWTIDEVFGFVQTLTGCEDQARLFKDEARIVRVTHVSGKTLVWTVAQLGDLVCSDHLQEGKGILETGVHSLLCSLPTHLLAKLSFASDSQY
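Displacement of a biotinylated histone H3(1-15) peptide monomethylated at Lys9 (75 nM) from L3MBTL1 (50 nM) was measured by AlphaScreen after a 30 min room-temperature compound incubation; cefsulodin titration served as intraplate control.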
CBFb RUNX1 block – CBF-beta/RUNX1 interaction disruption. AID 1477. 230,000 tested, under 10 active. Q01196+Q13951. AlphaScreen CBFb-His/RUNX1-biotin binding, biochemical. Potency, µM (series often up to 59.8 µM), for the others: at the top dose activity, negative = inhibition, usual class: inhibitors; also: % of control where 0% means no effect
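Read-out: AlphaScreen. Format: His-CBF-beta with biotinylated RUNX1 (30 nM each) preincubated 20 min, compound 15 min, Ni-chelate plus streptavidin beads 90 min; room temperature throughout.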
NPSR antagonist – antagonists of human neuropeptide S receptor cAMP signaling; Potency, µM (top dose mostly 38.3 µM), for the others: at the highest dose activity change, negative = inhibition, actives largely listed as inhibitors; CHO-NPSR cells, cAMP TR-FRET, antagonist mode; actives 1% (n = 220,000); AID 1461; also: potency is read from the fitted curve at half-maximal effect; % is scaled to controls: 0 for no effect and ±100 for the full control effect; nearly all actives have a fitted effect of over 50% in size; many of its hits are not listed in these tables
KinaseGlo FLuc – blocks Kinase-Glo luciferase, a counter-screen artifact | Q27757 | Kinase-Glo luciferase, ATP luminescence, 8 min | Potency, µM (series often up to 38.3 µM), without a hit: top-dose activity change, negative = inhibition, usual class: inhibitors | actives 0.28% (n = 200,000); also: potency is read from the fitted curve at half-maximal effect; % is scaled to controls: 0 for no effect and ±100 for the full control effect; nearly all actives have a fitted effect of over 60% in size
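Compounds were added to a substrate mix at pH 7.2 (50 mM imidazole, 10 uM ATP, within the enzyme's linear range), followed by Kinase-Glo detection reagent; luminescence was measured after 8 minutes at ambient temperature.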
* = called active by the depositor; [ ] = remark or other dose. Calls follow the shape of the dose curve; as a rule, active = well fitted curve in the direction sought with a large enough effect; inconclusive = small, poorly fitted or top-dose-only effect, or another doubt; inactive = no such curve, though single readings can be large; an effect the other way counts as inactive or inconclusive. A portion of the library; count on the stated rates, not on these rows.

What do the screens show for `O=C(O)C1CC(=O)N(c2ccc(OCc3c(F)cccc3Cl)cc2)C1` (stereo unspecified)?
Epigenetic derep: 0.0%; IMPase Li cell: 6%; HTT aggregate: -8%; L3MBTL1 inh: 9%; CBFb RUNX1 block: 10%; NPSR antagonist: -12%[46.1 µM]; KinaseGlo FLuc: 5%

Results for COCC(=O)N(CCN(C)C)Cc1cc2cc3c(cc2nc1Cl)OCO3 ?
Epigenetic derep: 6.9%; IMPase Li cell: -5%; HTT aggregate: 24%[9.22 µM]; L3MBTL1 inh: -1%; CBFb RUNX1 block: 3%; NPSR antagonist: -26%; KinaseGlo FLuc: -4%

What do the screens show for `Cc1ccc(-c2cc(C(=O)N/N=C/C=C/c3ccccc3)n[nH]2)o1`?
Epigenetic derep: 0.0%; IMPase Li cell: 7%; HTT aggregate: 27%; L3MBTL1 inh: 5%; CBFb RUNX1 block: -5%; NPSR antagonist: -23%; KinaseGlo FLuc: -3%

How did c1ccc2[nH]c(N3CCOCC3)nc2c1 do in these assays?
Epigenetic derep: 0.0%; IMPase Li cell: 1%[38.3 µM]; HTT aggregate: 2%; L3MBTL1 inh: -2%; CBFb RUNX1 block: -1%; NPSR antagonist: -7%[46.1 µM]; KinaseGlo FLuc: 2%

How did Cc1ccc(-n2nnnc2-c2cnc3ccc(Cl)cc3c2-c2ccccc2)cc1 do in these assays?
Epigenetic derep: 1.3%; IMPase Li cell: 1%[38.3 µM]; HTT aggregate: 4%; L3MBTL1 inh: -7%; CBFb RUNX1 block: 0%; NPSR antagonist: -1%[46.1 µM]; KinaseGlo FLuc: -6%

What do the screens show for `CC(C)C(=O)Nc1ncc2c(n1)CC(c1cccs1)CC2=O` (stereo unspecified)?
Epigenetic derep: -0.1%; IMPase Li cell: -4%; HTT aggregate: 7%; L3MBTL1 inh: 0%; CBFb RUNX1 block: 3%; NPSR antagonist: 2%[46.1 µM]; KinaseGlo FLuc: 1%

Results for CCc1c(C)sc(NC(=S)Nc2cccnc2)c1C(=O)OC ?
Epigenetic derep: 0.5%; IMPase Li cell: -19%; HTT aggregate: 9%[9.22 µM]; L3MBTL1 inh: -12%; CBFb RUNX1 block: 1%; NPSR antagonist: 0%; KinaseGlo FLuc: 4%

Results for CCOC(=O)C(CC)Sc1ccc2nnc(CCNS(=O)(=O)c3ccccc3)n2n1 (stereo unspecified) ?
Epigenetic derep: -2.9%; IMPase Li cell: 1%; HTT aggregate: -14%; CBFb RUNX1 block: 2%; NPSR antagonist: -2%; KinaseGlo FLuc: -1%

What do the screens show for `C=CCN(c1ccccc1C(=O)NCC(=O)O)S(=O)(=O)c1ccc(C)cc1`?
Epigenetic derep: 1.1%; HTT aggregate: 8%[9.22 µM]; L3MBTL1 inh: 4%; CBFb RUNX1 block: 6%; NPSR antagonist: -19%

What do the screens show for `C=CCn1c(=S)[nH]c2nc3c(cc2c1=O)COC(C)(C)C3`?
Epigenetic derep: -0.9%; IMPase Li cell: -6%[38.3 µM]; HTT aggregate: 8%; L3MBTL1 inh: -9%; CBFb RUNX1 block: 4%; NPSR antagonist: 2%[46.1 µM]; KinaseGlo FLuc: 2%

How did COc1ccc2[nH]c3nc(SCC(=O)Nc4ccc5c(c4)OCO5)nnc3c2c1 do in these assays?
Epigenetic derep: -2.0%; IMPase Li cell: 29%[38.3 µM]; HTT aggregate: -8%; CBFb RUNX1 block: 2%; NPSR antagonist: -2%[46.1 µM]; KinaseGlo FLuc: -7%

Results for CCc1nc2oc3ccccc3c(=O)c2c(=O)n1Cc1ccccc1 ?
Epigenetic derep: -1.6%; IMPase Li cell: 9%[38.3 µM]; HTT aggregate: -9%; L3MBTL1 inh: -5%; CBFb RUNX1 block: 3%; NPSR antagonist: -17%[46.1 µM]; KinaseGlo FLuc: -3%

What do the screens show for `Cc1cc(OCC(=O)NCc2cccnc2)ccc1[N+](=O)[O-]`?
Epigenetic derep: 1.1%; IMPase Li cell: 4%; HTT aggregate: 27%; L3MBTL1 inh: 2%; CBFb RUNX1 block: -7%; NPSR antagonist: 2%; KinaseGlo FLuc: -1%

What do the screens show for `O=C(CN1CC(=O)Oc2ccccc21)OCC(=O)c1ccc(F)cc1`?
Epigenetic derep: -1.1%; IMPase Li cell: 20%; HTT aggregate: -3%; L3MBTL1 inh: 18µM*; CBFb RUNX1 block: inconclusive; NPSR antagonist: 1%; KinaseGlo FLuc: -1%

How did C=Cn1c(C(=O)O)ccc1-c1ccc(OC)cc1 do in these assays?
Epigenetic derep: 0.0%; IMPase Li cell: 3%; HTT aggregate: 1%[9.22 µM]; L3MBTL1 inh: -5%; CBFb RUNX1 block: -3%; NPSR antagonist: 31%; KinaseGlo FLuc: -2%

Results for Cc1c(C(=O)NCc2cccnc2)oc2ccc(S(=O)(=O)N3CCCCCC3)cc12 ?
Epigenetic derep: 0.9%; IMPase Li cell: 16%[38.3 µM]; HTT aggregate: inconclusive; L3MBTL1 inh: -7%; CBFb RUNX1 block: 1%; NPSR antagonist: inconclusive; KinaseGlo FLuc: -2%

Results for Cc1sc2ncnc(NCC(c3ccco3)N3CCCC3)c2c1C (stereo unspecified) ?
Epigenetic derep: -1.8%; IMPase Li cell: 18%[38.3 µM]; HTT aggregate: 19%; L3MBTL1 inh: -6%; CBFb RUNX1 block: 1%; NPSR antagonist: inconclusive; KinaseGlo FLuc: -3%

Results for COc1ccccc1NS(=O)(=O)c1cc(NC(=O)/C=C/c2cccs2)ccc1N1CCOCC1 ?
Epigenetic derep: -1.1%; IMPase Li cell: 13%; HTT aggregate: inconclusive; L3MBTL1 inh: -9%; CBFb RUNX1 block: 19%; NPSR antagonist: -15%; KinaseGlo FLuc: 1%

What do the screens show for `C[C@H]1Cc2c(-c3ccccc3)nc3c(c2CO1)CN(S(=O)(=O)c1ccc(Cl)c2nonc12)CC3`?
IMPase Li cell: 8%; CBFb RUNX1 block: -2%[13.1 µM]; KinaseGlo FLuc: -7%[7.66 µM]

Results for Cc1cccc(C)c1NC(=O)c1c(-c2ccccc2)noc1C ?
Epigenetic derep: 1.5%; IMPase Li cell: 2%[38.3 µM]; HTT aggregate: inconclusive; L3MBTL1 inh: 5%; CBFb RUNX1 block: -2%; NPSR antagonist: -3%[46.1 µM]; KinaseGlo FLuc: 1%

What do the screens show for `O=C1CCCC(=O)C1Sc1ccc(Cl)cc1`?
Epigenetic derep: 0.9%; IMPase Li cell: 3%; HTT aggregate: 19%; L3MBTL1 inh: 5%; CBFb RUNX1 block: -5%; NPSR antagonist: 1%; KinaseGlo FLuc: 1%

How did O=[N+]([O-])c1ccc(CSc2nc3ccccc3o2)cc1 do in these assays?
Epigenetic derep: -1.0%; IMPase Li cell: 10%[38.3 µM]; HTT aggregate: -4%; L3MBTL1 inh: -5%; CBFb RUNX1 block: -10%; NPSR antagonist: -20%[46.1 µM]; KinaseGlo FLuc: -2%

How did Cc1ccc(Cl)cc1NC(=O)N(C)CCO do in these assays?
Epigenetic derep: -0.3%; HTT aggregate: 23%[9.22 µM]; L3MBTL1 inh: 2%; CBFb RUNX1 block: 8%; NPSR antagonist: -4%

How did O=C(CCCCCN1C(=O)CCC1=O)Nc1ccc(Cl)c(C(F)(F)F)c1 do in these assays?
Epigenetic derep: -1.9%; IMPase Li cell: 7%[38.3 µM]; HTT aggregate: inconclusive; CBFb RUNX1 block: 6%; NPSR antagonist: 1%[46.1 µM]; KinaseGlo FLuc: -4%

Results for O=C(O)C1CSC(c2ccncc2)N1 (stereo unspecified) ?
Epigenetic derep: -9.5%; IMPase Li cell: 8%[38.3 µM]; HTT aggregate: -3%; L3MBTL1 inh: 12%; CBFb RUNX1 block: 4%; NPSR antagonist: 12%[46.1 µM]; KinaseGlo FLuc: 0%

Results for COCCN(CCOC)S(=O)(=O)c1ccc(C(=O)Nc2ccc([N+](=O)[O-])cc2OC)cc1 ?
Epigenetic derep: -2.4%; IMPase Li cell: 3%; HTT aggregate: -6%; L3MBTL1 inh: 6%; CBFb RUNX1 block: -5%; NPSR antagonist: 1%; KinaseGlo FLuc: 1%

How did C/C(=N\NC(=S)NC1CCCCC1)c1ccc(C)o1 do in these assays?
Epigenetic derep: 1.3%; IMPase Li cell: 10%; HTT aggregate: -13%; L3MBTL1 inh: -30%; CBFb RUNX1 block: -22%; NPSR antagonist: -53%; KinaseGlo FLuc: 0%

Results for CCOC(=O)/C(=C\c1ccc(C)cc1)NC(=O)c1ccccc1 ?
Epigenetic derep: -6.4%; IMPase Li cell: 3%; HTT aggregate: 0%[9.22 µM]; L3MBTL1 inh: 2%; CBFb RUNX1 block: 2%; NPSR antagonist: -19%; KinaseGlo FLuc: 1%

What do the screens show for `COC(=O)[C@@H]1[C@@H](C)OC(=O)N[C@H]1c1ccccc1`?
Epigenetic derep: -7.4%; IMPase Li cell: -1%; HTT aggregate: 10%; L3MBTL1 inh: -13%; CBFb RUNX1 block: 7%[2.36 µM]; NPSR antagonist: 18%; KinaseGlo FLuc: 1%

How did CC1=CC(=C(C#N)C#N)C=C(C)N1CCN1CCNCC1 do in these assays?
Epigenetic derep: -1.9%; IMPase Li cell: 6%; HTT aggregate: 10%; L3MBTL1 inh: 12%; CBFb RUNX1 block: -3%; NPSR antagonist: 6%; KinaseGlo FLuc: 1%

Results for CCCc1cc(=O)n2[nH]c(-c3cc(OC)c(OC)c(OC)c3)nc2n1 ?
Epigenetic derep: 0.0%; IMPase Li cell: 12%; HTT aggregate: 28%; L3MBTL1 inh: -2%; CBFb RUNX1 block: 9%; NPSR antagonist: -9%[46.1 µM]; KinaseGlo FLuc: -1%

Among those listed so far, three contain fluorine:
What do the screens show for `O=C(O)C1CC(=O)N(c2ccc(OCc3c(F)cccc3Cl)cc2)C1` (stereo unspecified)?
Epigenetic derep: 0.0%; IMPase Li cell: 6%; HTT aggregate: -8%; L3MBTL1 inh: 9%; CBFb RUNX1 block: 10%; NPSR antagonist: -12%[46.1 µM]; KinaseGlo FLuc: 5%

What do the screens show for `O=C(CN1CC(=O)Oc2ccccc21)OCC(=O)c1ccc(F)cc1`?
Epigenetic derep: -1.1%; IMPase Li cell: 20%; HTT aggregate: -3%; L3MBTL1 inh: 18µM*; CBFb RUNX1 block: inconclusive; NPSR antagonist: 1%; KinaseGlo FLuc: -1%

How did O=C(CCCCCN1C(=O)CCC1=O)Nc1ccc(Cl)c(C(F)(F)F)c1 do in these assays?
Epigenetic derep: -1.9%; IMPase Li cell: 7%[38.3 µM]; HTT aggregate: inconclusive; CBFb RUNX1 block: 6%; NPSR antagonist: 1%[46.1 µM]; KinaseGlo FLuc: -4%
